# Screening data from PubChem.
# Bim-Bcl-2: disrupts Bim peptide binding to human Bcl-2 | Bead-based flow cytometry, Bim peptide-Bcl-2 binding | inhibition, % at 10 µM | 190,000 compounds, 0.06% hits | P10415; in the data active = inhibition above about 40%; inconclusive = no clear call, values can overlap the other calls;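 also: 0% = no compound wells with probe peptide and 100% = reference peptide inhibitor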
# RGS7-Gao: modulates binding of RGS7 to human Galphao. P09471. Multiplexed bead flow cytometry; actives lie on both sides. binding response (% of control), % at 10 µM. 220,000 compounds, 0.35% hits. AID 1439; in the data active = binding response below about 49% or above about 150%; inconclusive = no clear call, values can overlap the other calls; inactive = in between;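 also: fluorescent Galphao held in activated GDP-AlF4 state binding bead-coupled RGS7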
# Bim-Bcl-XL: inhibitors of Bim-Bcl-XL interaction, human | Q07817 | Bim peptide-Bcl-XL binding, bead flow cytometry, fluorescence | inhibition, % at 10 µM | 190,000 compounds, 0.04% hits
# Target sequence (Q07817 whole entry, looked up): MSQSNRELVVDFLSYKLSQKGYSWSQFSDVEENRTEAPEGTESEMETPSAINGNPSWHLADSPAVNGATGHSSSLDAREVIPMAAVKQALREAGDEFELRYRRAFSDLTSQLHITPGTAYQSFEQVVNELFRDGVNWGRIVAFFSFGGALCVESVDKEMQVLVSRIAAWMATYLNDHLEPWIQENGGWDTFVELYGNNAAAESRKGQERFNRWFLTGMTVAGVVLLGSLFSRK
# Bim-Bcl-B: human Bim-Bcl-B interaction inhibition | Q9HD36 | bead-based flow cytometry, Bim peptide-Bcl-B binding | inhibition, % at 10 µM | 190,000 compounds, 0.073% hits | AID 951;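 also: 0% = tracer peptide without compound and 100% = reference inhibitor peptide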
# RGS4-Gao reg: modulates binding of RGS4 to human Galphao; P09471; 220,000 compounds, 0.33% hits; Multiplexed bead flow cytometry; actives lie on both sides; binding response (% of control), % at 10 µM; AID 1415; in the data active = binding response below about 49% or above about 150%; inactive = in between;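 also: fluorescent Galphao activated with aluminum fluoride binding bead-coupled RGS4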
# ABCB1 inh: human ABCB1 inhibition, ABCG2 as counter-screen. P08183. 190,000 compounds, 0.067% hits. AID 1326. inhibition, % at 6.6 µM. CCRF-Adr cells, JC-1 efflux, flow cytometry; in the data active = inhibition above about 40%;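 also: 0% = vehicle and 100% = reference inhibitor; higher value means more JC-1 retained so stronger ABCB1 efflux block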
# GSH fluor: compound fluoresces at 488/530 nm on GSH beads. 190,000 compounds, 0.25% hits. fluorescence (KMESF) at 10 µM. GSH beads flow cytometry, compound fluorescence 488/530 nm; hits give high values; in the data active = fluorescence above about 89;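 also: glutathione beads carrying GST-tagged Bcl family fusion proteins plus one bare bead set; values are compound well signal with DMSO vehicle wells as background; inactives centre near 16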
# Bcl-W Bim block: human Bim-Bcl-W interaction inhibition. Q92843. AID 952. bead-based flow cytometry, Bim peptide-Bcl-W binding. 190,000 compounds, 0.02% hits. inhibition, % at 10 µM;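 also: 0% = bound tracer without compound and 100% = peptide blocker; higher means less fluorescent Bim peptide bound to Bcl-W beads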
# Bfl-1 Bim block: disrupts Bim binding to human Bfl-1; Q16548; Bead-based flow cytometry, Bim-Bfl-1 binding inhibition; inhibition, % at 10 µM; 190,000 compounds, 0.12% hits; AID 1008;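 also: 0% = wells without compound plus tracer and 100% = blocker peptide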
# ABCG2 inh: inhibitors of human ABCG2 transporter, ABCB1 counter-screen. Q9UNQ0. IgMXP3 cells, JC-1 efflux, flow cytometry. inhibition, % at 6.6 µM. 190,000 compounds, 0.1% hits;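 active = inhibition above 80%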;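 also: 0% = DMSO and 100% = nicardipine control wells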
# Target sequence (Q9UNQ0 whole entry, looked up): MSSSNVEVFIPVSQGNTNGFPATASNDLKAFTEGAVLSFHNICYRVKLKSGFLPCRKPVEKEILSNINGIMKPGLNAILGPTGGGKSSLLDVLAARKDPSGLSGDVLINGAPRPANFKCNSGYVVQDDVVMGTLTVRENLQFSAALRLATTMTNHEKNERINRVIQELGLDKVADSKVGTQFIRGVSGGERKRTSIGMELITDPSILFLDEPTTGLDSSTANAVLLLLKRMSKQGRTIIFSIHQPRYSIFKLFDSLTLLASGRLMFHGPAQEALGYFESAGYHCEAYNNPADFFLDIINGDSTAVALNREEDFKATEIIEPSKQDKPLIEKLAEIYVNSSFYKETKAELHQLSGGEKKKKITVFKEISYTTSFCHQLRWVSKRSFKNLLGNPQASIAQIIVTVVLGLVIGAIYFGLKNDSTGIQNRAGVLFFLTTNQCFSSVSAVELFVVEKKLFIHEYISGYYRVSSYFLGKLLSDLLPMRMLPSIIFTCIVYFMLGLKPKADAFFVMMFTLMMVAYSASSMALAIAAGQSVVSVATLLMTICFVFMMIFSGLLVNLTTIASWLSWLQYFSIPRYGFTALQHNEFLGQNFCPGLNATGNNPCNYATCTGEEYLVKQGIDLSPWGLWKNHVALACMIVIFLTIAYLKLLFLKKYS
#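 material = IgMXP3 (ABCG2) plus far-red-tagged CCRF-Adr (ABCB1) cells | amount = 3 million cells/mL, equal mix of both lines | also added = JC-1 transporter substrate | dosing = one concentration, 6.6 µM final | schedule = 10 min at 25 °C | measured by = flow cytometric JC-1 green MFI at 530 nm | read-out basis = percent efflux inhibition, scaled nicardipine 100% to DMSO 0%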
# RGS8-Gao: human RGS8-Galphao interaction regulation; response (percent of control binding), % at 10 µM; 220,000 compounds, 0.34% hits; multiplexed bead flow cytometry, RGS8-Galphao binding; actives lie on both sides; in the data active = response below about 60% or above about 140%; inactive = in between;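 also: Galphao activated as the GDP aluminium fluoride complex binding bead-coupled RGS8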
# Active calls of the source: *; ? = inconclusive; · = not tested or not shown. Rule as the data show it, unless noted: active = inhibition above about 40%.
compound,Bim-Bcl-2,RGS7-Gao,Bim-Bcl-XL,Bim-Bcl-B,RGS4-Gao reg,ABCB1 inh,GSH fluor,Bcl-W Bim block,Bfl-1 Bim block,ABCG2 inh,RGS8-Gao
COc1ccccc1/C=C/C(=O)NC(=S)NCC1CCCO1 (configuration not stated),-3,100,-5,-3,102,1.4,79,-4,0,4,99
COc1cc(OC)cc(-c2nn[nH]n2)c1,-2,103,-4,-5,101,-0.5,19,-1,-2,9,98
CO/N=C/C(=N\Nc1ccc(OC)cc1)C(=O)c1ccc(OC)cc1,-2,100,1,4,99,-0.3,9,12,5,4,100
CNC(=O)CSc1nc(-c2ccccc2)c(-c2ccccc2)[nH]1,1,98,0,-2,105,0.8,9,-7,-2,7,99
CCOC(=O)C(C)Sc1nc(N)c(NC(=O)c2ccc(OC)c(OC)c2)c(=O)[nH]1 (configuration not stated),-8,101,-1,-8,99,0.0,26,-1,-10,0,102
Cc1cc(N2CC(C)OC(C)C2)n2cc(-c3ccccc3)nc2n1 (configuration not stated),-1,107,-1,0,101,1.4,15,0,-3,10,102
O=C(CSc1nnc(Nc2ccccc2)s1)Nc1ccc(S(=O)(=O)N2CCOCC2)cc1,-4,109,-1,-6,106,-1.0,21,0,1,-1,98
COC(=O)c1ccccc1N=C(SC)N(C)C,2,101,5,0,100,0.1,33,0,1,0,96
CS(=O)(=O)c1ccc(C(=O)NC2CCCc3ccccc32)cc1 (configuration not stated),0,?,0,-3,103,0.2,14,-1,-2,1,103
Cc1ccc2nc(NCCCO)[nH]c2c1,-5,98,-5,-5,98,-0.4,17,-3,0,-1,100
COc1ccc(-c2nnc(SCC(=O)NCc3ccco3)o2)cc1,-5,99,-5,-6,103,-0.5,26,-3,-7,65,102
Cc1ccccc1OCCC(=O)Nc1c(C)n(C)n(-c2ccccc2)c1=O,-3,107,-4,-3,104,-0.1,17,-5,-7,0,101
O=C1C2Sc3[nH]c(=O)sc3C(c3ccccc3)C2C(=O)N1c1ccccc1 (configuration not stated),1,100,-5,3,98,0.1,10,-1,-1,1,100
C/C(=N\NS(=O)(=O)c1ccc(C)cc1)c1cc2ccccc2oc1=O,0,106,-1,-2,104,0.3,16,2,-3,2,104
O=C(CCCOc1ccccc1)NCC1CCCO1 (configuration not stated),-10,98,-9,-10,98,0.5,21,-2,-22,7,100
COc1ccc(-c2nnn(CC(=O)N3CCN(c4ccccc4OC)CC3)n2)cc1OC,-1,103,0,-4,101,0.6,9,0,-7,2,104
CC(C(=O)O)N1C(=O)/C(=C/C=C/c2ccco2)SC1=S (configuration not stated),-1,85,-1,-7,92,-0.7,43,-3,2,-5,95
CCN(CC)S(=O)(=O)c1ccc(N/N=C/c2cc(OC)ccc2O)nc1,-4,95,-7,-2,94,-4.5,11,-1,-2,·,100
Cc1cc(C)c(NC(=O)c2cc(=O)c3ccccc3o2)c(C)c1,-1,98,-5,-10,99,1.9,9,-4,0,3,100
Brc1ccc(-c2csc(/N=C/N3CCOCC3)n2)cc1,-1,100,-2,0,101,0.2,24,-1,-1,4,97

# 3 entries out of the list above, arranged by their value in Bcl-W Bim block, rising:
Molecule	Bim-Bcl-2	RGS7-Gao	Bim-Bcl-XL	Bim-Bcl-B	RGS4-Gao reg	GSH fluor	Bcl-W Bim block	Bfl-1 Bim block	RGS8-Gao
Cc1ccc2nc(NCCCO)[nH]c2c1	-5	98	-5	-5	98	17	-3	0	100
O=C(CCCOc1ccccc1)NCC1CCCO1 (configuration not stated)	-10	98	-9	-10	98	21	-2	-22	100
O=C1C2Sc3[nH]c(=O)sc3C(c3ccccc3)C2C(=O)N1c1ccccc1 (configuration not stated)	1	100	-5	3	98	10	-1	-1	100

# (further entries)
compound,Bim-Bcl-2,RGS7-Gao,Bim-Bcl-XL,Bim-Bcl-B,RGS4-Gao reg,ABCB1 inh,GSH fluor,Bcl-W Bim block,Bfl-1 Bim block,ABCG2 inh,RGS8-Gao
COc1ccccc1CN1CCNC(=O)C1CC(=O)N(C)Cc1ccon1 (configuration not stated),-2,97,-2,0,102,-0.1,11,0,-6,0,100
NC(=O)C1(N2CCCCC2)CCN(C(=O)NC2CCCCC2)CC1,-11,100,-11,-12,101,0.0,14,-7,-13,0,101
CCNC(=O)CC1SC(=Nc2ccc(Cl)cc2)N(CC)C1=O (configuration not stated),-5,96,3,0,98,0.7,11,3,-15,17,101
O=C(OCc1nnc(-c2ccccc2)o1)c1ccc(CO)cc1,-4,100,4,-3,103,0.0,24,5,5,6,102
O=C(NC1CCCCC1)C1CC(O)CN1C(=O)OCc1ccccc1 (configuration not stated),-8,111,-4,-9,99,-0.9,13,1,-10,4,101
O=C(NCc1ccco1)C1CCCN(S(=O)(=O)c2cccc3nsnc23)C1 (configuration not stated),-9,105,-3,-11,99,0.8,25,-2,-12,0,99
Cc1ccc(S(=O)(=O)Oc2cccc(N3C(=O)C4CC=CCC4C3=O)c2)cc1 (configuration not stated),-2,103,-3,-5,104,1.2,16,0,-3,5,103
COc1ccccc1NC(=O)N1CCN(c2ccccc2F)CC1,-4,89,-5,-6,94,0.3,36,-1,-12,3,97
COc1cc2c(cc1OC)C1=C(C#N)CC/C(=N\S(=O)(=O)c3cccc(Cl)c3)N1CC2,-3,100,-3,-2,99,2.8,9,0,-1,8,103
FC(F)(F)c1cc(-c2ccco2)nc(NCc2ccc(Cl)cc2)n1,-8,87,-6,-4,85,0.5,27,1,-9,2,99
CCOC(=O)c1c(C)nc(-c2ccccc2)nc1NC(C)=O,-3,100,-2,2,103,-0.1,19,1,-1,0,101
CC1CC(C)CN(C(=O)Cn2c(=O)n(CCCCC(=O)NCc3ccco3)c(=O)c3ccccc32)C1 (configuration not stated),0,112,1,-4,113,0.7,36,1,-6,2,100
COc1ccccc1OCCC(=O)OCC(=O)Nc1ccc(Br)cc1F,-4,102,0,-4,100,-1.5,16,0,-4,0,105
O=C(NCc1nc2ccccc2[nH]1)c1ccc(S(=O)(=O)N2CCCC2)cc1,-4,94,0,0,96,0.4,13,-3,-6,2,95
COc1cc(/C=C/C(=O)O)cc(S(=O)(=O)Nc2ccc3c(c2)OCO3)c1OC,-5,?,-5,-8,93,1.2,16,-4,-7,3,102
COc1cccc(C(=O)c2sc(NC(C)C)nc2N)c1,-11,103,-6,-10,103,1.9,21,0,-19,56,100
COc1ccc(CN2CCNC(=O)C2CC(=O)N2CCc3ccccc3C2)c(OC)c1 (configuration not stated),-2,104,-1,-4,105,0.0,18,0,-7,0,108
COc1cc(CNC2CCCCCC2)cc(OC)c1OC,-3,95,-3,-3,94,0.9,29,-3,0,8,98
CCC(C(=O)Nc1sc(C(N)=O)c(C)c1C(=O)OC)c1ccccc1 (configuration not stated),0,99,0,-1,98,-0.8,11,0,-1,8,101
Cc1sc2ncnc(N3CCOCC3)c2c1C,2,85,-14,-2,76,-0.3,38,-1,0,1,78
Cc1nc(-n2[nH]c3c(c2=O)CCCC3)[nH]c(=O)c1Cc1ccccc1,0,100,1,1,102,-0.7,14,0,0,-2,101
C=CCn1c(SCC(=O)Nc2nc3ccccc3s2)nnc1-c1ccccc1O,0,101,-1,0,103,-0.2,8,2,-3,0,101
COc1ccc(CC/C(C)=N\NC(N)=O)cc1,0,99,-5,-6,101,2.1,8,0,0,6,101
Cc1ccc(/C=N/n2c(-c3cccs3)n[nH]c2=S)cc1,2,105,1,-25,99,-1.4,10,1,7,-4,93
CCCC12CN3CC(CCC)(CN(C1)C3C(O)C(O)C(O)CO)C2=O (configuration not stated),-2,98,0,-1,100,0.5,15,-1,-1,2,98
CN(C)S(=O)(=O)N1CCN(S(=O)(=O)c2ccc3ccccc3c2)CC1,3,97,3,3,99,0.4,13,1,0,0,105
CCOC(=O)C1(S(=O)(=O)c2ccccc2)CCN(Cc2ccccc2)CC1,-1,97,0,-2,99,0.6,25,-2,-4,1,101
CCOCCCNC(=O)CSCc1nc(-c2ccc(SC)cc2)oc1C,2,102,4,-1,101,1.3,24,4,-2,19,101
CCc1nc(NCCC(C)C)c(C#N)c2c1CCCC2,-7,102,-14,-4,100,0.6,51,1,-10,3,101
CC1=NNC(=O)/C1=C\c1cn(-c2ccccc2)nc1-c1ccc(F)cc1,-4,109,-5,-14,104,0.9,14,-4,0,17,100
CCC(=O)Nc1nc(C)cc(SCC(=O)OC)n1,-12,99,-12,-10,101,0.3,38,-6,-19,3,99
O=C(c1ccccc1)N(Cc1ccco1)C1CCS(=O)(=O)C1 (configuration not stated),-2,97,0,-2,98,0.7,13,-2,0,2,99
Cn1nc(C(F)(F)F)c(/C=N/OC(=O)c2ccccc2)c1Cl,-6,101,-8,-5,104,-1.8,37,-7,-9,41,104
O=S(=O)(c1ccc(F)cc1)N1CCN(c2ccccn2)CC1,1,99,0,-2,96,1.8,15,0,-2,6,99
CCN(CC)S(=O)(=O)c1ccc(NC(=O)c2cccc3c2C(=O)N(CCOC)C3)cc1,-17,92,-6,-4,104,1.9,14,-4,-17,17,101
Cc1ccc(C(=O)NCCN2C3=NC[C@@H](Cc4ccccc4)N3C[C@H]2Cc2ccc(O)cc2)cc1Br,1,99,0,-10,105,1.7,19,0,-2,4,102
CSc1nnc2c(n1)OC=Nc1ccccc1-2,-14,99,-9,-8,101,-0.1,18,-7,-22,24,99
CCOC(=O)C1Cc2ccccc2C(=O)O1 (configuration not stated),-5,98,0,-6,96,0.0,16,-1,-7,0,99
Cc1occc1C(=O)NNC(=O)Nc1ccc([N+](=O)[O-])cc1,-2,99,0,0,98,1.1,10,2,-3,4,99
COc1ccc(C(CNC(=O)c2cc(=O)[nH]c3ccccc23)N2CCCC2)cc1 (configuration not stated),4,99,-2,-4,97,-0.2,9,0,-1,0,96
O=C(COC(=O)c1cccs1)Nc1ccc(S(=O)(=O)N2CCOCC2)cc1,0,103,-8,-9,103,-0.1,18,-1,-9,5,102
Cc1ccc2c(c1)c1c(n2CC2COC(C)(C)O2)C(=O)CCC1 (configuration not stated),0,100,-1,-1,98,0.6,22,-2,0,2,100
COc1cccc(N2C(C(C)=O)=NN(c3ccccc3)C2c2ccc(N3CCOCC3)cc2)c1 (configuration not stated),0,100,-1,0,102,0.8,6,-1,0,1,103
COc1ccc(N=NC2=C(O)CC(C)(C)CC2=O)c(OC)c1,-2,101,-10,-8,99,2.9,15,-6,-4,26,102
O=C(CC(C(=O)O)c1ccccc1)Nc1ccccc1 (configuration not stated),4,105,-4,14,104,-0.3,12,3,22,-4,108
CC1(C)CC(=O)C2=C(C1)OC1=C(C(=O)CC(C)(C)C1)C2(C)C,2,100,-1,-3,98,0.3,5,-1,0,2,100
